Bioassay records deposited in PubChem BioAssay by SRMLSC.
SKBR3 24h inh = SK-BR-3 proliferation inhibitors; SK-BR-3 viability, CellTiter-Glo ATP luminescence, 24 h; stronger effect = lower value; viability, % at 10 µM; 41,000 tested, 0.47% active;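 active = viability at or below the median of all test compounds minus 3 SD, in both replicates if run twice, cut at about 45% in these data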;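 also: 100% = median untreated cell wells and 0% = median positive control drug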
An asterisk follows results filed as active.

SMILES	SKBR3 24h inh
Cc1cccn2c(=O)c3cc(C(=O)N4CCN(c5ccccc5)CC4)n(C)c3nc12	82
Cc1nc2n(n1)C(c1ccccc1)C1=C(CC(c3ccco3)CC1=O)N2 (stereo unspecified)	103
CC1(c2cnc(Nc3ccccc3)s2)CCC(=O)O1 (stereo unspecified)	83
CN(C)c1nc(Oc2ccc(=O)n(-c3ccccc3)n2)nc(N2CCOCC2)n1	72
O=C(Nc1ccc(S(=O)(=O)NCCc2ccccc2)cc1)c1ccco1	112
CCc1nnc(NC(=O)CSc2nnc(-c3cccnc3)n2CCc2ccccc2)s1	129
Cn1c(=O)[nH]c(=O)c2c1nc(NC1CCCCC1)n2Cc1ccccc1	90
CCn1c(CNc2ccc(F)cc2)nnc1SCC(=O)N1CCCc2ccccc21	96
COc1ccc2c(c1)nc(N)n2Cc1ccccc1	76
CCS(=O)(=O)N1CCN(C(=O)c2cccnc2)CC1	91
CCCC(C(=O)c1ccccc1)n1cncn1 (stereo unspecified)	118
Cc1ccc(C(=O)N2CCCCCC2)cc1Br	97
COc1nc(Oc2ccc(=O)[nH]n2)nc(N2CCOCC2)n1	99
COc1ccc(-n2nnnc2SCC#CCO)cc1	110
CCOCC(=O)N1CCCC(C(=O)OCC)C1 (stereo unspecified)	103
COc1ccccc1NC(=O)CSc1nnc(-c2ccoc2C)n1CCc1ccccc1	85
COc1ccc(-c2ccc(C(=S)N3CCN(C(C)=O)CC3)o2)cc1	89
COc1ccccc1-c1nnc2sc(-c3cc4ccccc4o3)nn12	66
Cc1ccccc1Nc1nc(N)nc(CN(C)c2ccccc2)n1	85
O=C(CSc1nc(-c2ccccc2)cc(C(F)(F)F)n1)NCCN1CCOCC1	96
CCOC(=O)N1CCN(C(=O)CSc2nnc(-c3cccc(OC)c3)o2)CC1	84
CCOc1cc(C#N)c(NC(=O)Cn2nnc3ccccc32)cc1OCC	92
Cc1ccc(C(=O)N2CCN(c3ccccc3)CC2)cc1S(=O)(=O)N1CCCC1	71
CCc1cc(=O)oc2c(CN3CCN(C)CC3)c(O)c(Cl)cc12	118
O=C(Nc1cccc(OCC(=O)N2CCOCC2)c1)C1CCCCC1	99
COc1cc(C2C3C(=O)N(Cc4ccccc4)C(=O)C3ON2c2ccccc2)cc(OC)c1O (stereo unspecified)	87
N#Cc1cc2c(nc1SCc1ccncc1)CCC2	97
COc1ccc(S(=O)(=O)N(C)CC(=O)N2CCC(C)CC2)cc1Cl	107
CC1CCN(S(=O)(=O)c2cccc(C(=O)Nc3nccs3)c2)CC1	85
COc1nnc(-c2ccc(N3CCOCC3)c(NC(C)=O)c2)c2ccccc12	91
CCn1c(CCNC(=O)c2ccc(OC)c(OC)c2)nc2ccccc21	90
C=CCC(Nc1ccco1)c1ccccc1 (stereo unspecified)	108
CC(C)C(=O)Nc1cccc2nsnc12	51
CC(=O)NC(=S)c1c(N)n(Cc2ccccc2)c(=O)n(C)c1=O	104
Cn1c(=O)[nH]c(=O)c2c1nc(Br)n2CC(O)COCc1ccccc1 (stereo unspecified)	91
COc1ccccc1NC(=O)CSc1nnc(-c2ccc(C)cc2)o1	99
Cc1cc(C)n(-c2nc3c(c(=O)n(C)c(=O)n3C)n2C)n1	96
Oc1c(I)cc(Cl)c2cccnc12	91
CN1CCc2c(sc3c2c(=O)n(-c2ccccc2)c2nnc(SCc4ccccc4)n32)C1	73
Cc1cc(C)cc(N2C(=O)C3CC=CCC3C2=O)c1 (stereo unspecified)	98
O=C(CCn1c(=O)[nH]c2ccsc2c1=O)N1CC(=O)N(CCc2ccccc2)C(=O)C1	114
N#Cc1c(NC(=O)CSc2nnc(-c3ccccc3O)n2-c2ccccc2)sc2c1CCCC2	118
COc1ccc(OC)c(C2SCCN2S(=O)(=O)c2cccc(C(F)(F)F)c2)c1 (stereo unspecified)	114
CC(=O)Oc1ccc(-c2nc(-c3cccnc3)no2)cc1	103
COc1ccccc1-c1noc(-c2ccncc2)n1	117
c1ccc2c(c1)CC1(CCCC1)n1nnnc1-2	100
O=C(c1ccco1)N1CCN(c2ccc(S(=O)(=O)N3CCCC3)cc2)CC1	100
Cn1nnnc1SCC(=O)Nc1ccccc1C(=O)NCc1ccccc1	93
CCCn1c(SCC(=O)NCc2ccco2)nc2c1c(=O)n(C)c(=O)n2C	86
CCOc1ccc2cc(C#N)c(SCC(=O)N3CCOCC3)nc2c1	103

The listing continues.
SMILES	SKBR3 24h inh
CCOC(=O)c1sc(NC(=O)CSc2nnnn2-c2ccccc2)c(C(=O)OCC)c1C	88
COc1ccc(S(=O)(=O)n2nc(OC(=O)c3c(-c4ccccc4Cl)noc3C)cc2N)cc1	68
CCCCCn1c(=O)[nH]c2cc(C(=O)NCc3ccc4c(c3)OCO4)ccc2c1=O	104
O=C(Nc1ncc2c(n1)CC(c1ccccc1)CC2=O)c1ccco1 (stereo unspecified)	114
COc1ccc2c(c1)c1nnc(SC)nc1n2C	102
CN=c1oc2ccc(Cl)cc2cc1C(N)=O	94
CCOC(=O)N1CCN(CC(=O)Nc2c(C(=O)OC)[nH]c3cccc(Cl)c23)CC1	130
COc1ccc2cnn(-c3ccccc3)c(=O)c2c1OC	80
COC(=O)c1[nH]c2cc(C)ccc2c1NC(=O)CN1CCCc2ccccc21	97
COC(=O)C1=C(C)Nc2nnnn2C1c1cccs1 (stereo unspecified)	101
Cn1c(=O)c2c(nc(N3CCN(Cc4ccccc4)CC3)n2CCCc2ccccc2)n(C)c1=O	66
CCN(CC)CCCn1c(C)cc2c(c1=O)C(c1ccc(OC)c(OC)c1OC)C(C#N)=C(N)O2 (stereo unspecified)	126
Cc1ccc(CN2C(=O)CCC2C(=O)NCC2CCCO2)cc1 (stereo unspecified)	92
COc1ccccc1N1CCN(C(=O)CCn2c(=O)[nH]c3ccsc3c2=O)CC1	95
Cn1c(SCc2ccc(C#N)cc2)nnc1-c1ccccc1	81
Cc1cc(C)n(-c2nnc(C)n2NS(C)(=O)=O)n1	90
COc1cccc(CNc2cccc3cccnc23)c1O	105
Cc1nc2c3cnn(-c4ccccc4)c3ncn2n1	86
CC(C)(C)C(=O)Cn1c(NCCCO)nc2ccccc21	92
COC(=O)CCn1nnc(-c2ccc(C)cc2)n1	112
O=C(CN1C(=O)C2C3C=CC(C3)C2C1=O)NCCN1CCCc2ccccc21 (stereo unspecified)	102
CS(=O)(=O)Nc1ccc(Cc2ccc(NS(C)(=O)=O)cc2)cc1	82
CCCC(=O)Nc1ccc(NC(=O)c2ccccc2OC)cn1	84
O=C(CCn1c(=O)oc2ccccc21)N1CCOCC1	108
Cc1nnc(NC(=O)CSc2nnc(Cc3ccccc3)n2Cc2ccccc2)s1	114
CC1=Nn2c(nnc2-c2cc(C)[nH]n2)SC1	95
COCCOC(=O)C1=C(C)NC(=O)CC1c1cc2c(cc1Br)OCO2 (stereo unspecified)	84
O=C1c2ccccc2CC1Sc1nnc(-c2ccncc2)o1 (stereo unspecified)	103
Clc1ccc(-c2nc3nc4ccccc4nc3n2Cc2ccco2)cc1	81
CCSc1oc(-c2ccccc2)nc1S(=O)(=O)c1ccccc1	78
CCCOC(=O)C1=C(C)NC2=C(C(=O)C(C(=O)OC)C(C)C2)C1c1ccc(N(CC)CC)cc1 (stereo unspecified)	70
CCOC(=O)c1nc2nc(C)cc(=O)n2[nH]1	110
Cc1c(/C(O)=C2\C(=O)C(=O)N(CCN(C)C)C2c2cccs2)cnn1-c1ccccc1 (stereo unspecified)	93
Cc1cc(C)c(C#N)c(SCS(=O)Cc2ccccc2)n1 (stereo unspecified)	69
N#CC1=C(N)Oc2cc(O)ccc2C1c1cccs1 (stereo unspecified)	90
Cc1ccc(P(=O)(O)c2ccc(C)cc2)cc1	102
CCCCCc1c(C)nc(Nc2nc(C)c3cc(OC)ccc3n2)[nH]c1=O	90
O=C(COC(=O)c1cccs1)Nc1ccccc1	91
COc1ccc(-c2c(C)oc3c(CN4CCN(CCO)CC4)c(O)ccc3c2=O)cc1OC	98
COc1cc(OC)c(-c2nn3c(C4CCCCC4)nnc3s2)cc1OC	73
CC1=CCC2C(=O)N(c3ccc(Br)cc3C)C(=O)C2C1 (stereo unspecified)	109
CCOC(=O)CN1C(=O)C(C)(C)Oc2ccc(C(=O)Nc3ccccc3)cc21	93
Cc1ccc(N(C=NC#N)CC(=O)N2CCN(c3ccccc3)CC2)cc1	114
CCN1CCN(C(=O)CN(c2ccccc2C)S(C)(=O)=O)CC1	74
Cc1nc(S(=O)(=O)N(C)Cc2ccccc2)c(C#N)c(C)c1Cl	81
Cc1c2cccn2cc[n+]1C	96
CCN(CC)c1ccc(NC(=O)c2cccc(OC)c2)c(C)c1	88
COCCn1c(=N)c(C(=O)NCCc2ccc(OC)cc2)cc2c(=O)n3cccc(C)c3nc21	64
CN(C(=O)Cn1c(=O)n(CCCCC(=O)NC2CCCC2)c(=O)c2ccccc21)C1CCCCC1	85
CC(=O)CSc1nnc(CSc2ncccn2)n1C1CCCCC1	77

(next part)
SMILES	SKBR3 24h inh
COc1ccc(-c2csc(C3=C(O)CN(Cc4ccc(S(N)(=O)=O)cc4)C3=N)n2)cc1OC	86
CCOC(=O)C1CCN(C(=O)C2c3ccccc3C(=O)N(C)C2c2ccc(OC)cc2)CC1 (stereo unspecified)	109
CCOC(=O)N1CCN(C(=O)c2cn(CCOC)c(=O)c3c2c2ccccc2n3C)CC1	75
COc1ccc2[nH]c(=O)c(CN(Cc3ccc4c(c3)OCO4)C(C)=O)cc2c1	101
C/C(=N\O)C(=O)NCCN1CCCCC1	90
O=C(CN1C(=O)C2C3C=CC(C3)C2C1=O)NC1CCCc2ccccc21 (stereo unspecified)	75
CC1(C)S[C@@H]2[C@H](NC(=O)C(C(=O)O)c3ccccc3)C(=O)N2[C@H]1C(=O)O (stereo partly specified)	133
Cc1nnc(SCCn2c(N3CCCCC3)nc3c2c(=O)[nH]c(=O)n3C)s1	96
O=C(NCCCNC(=O)c1cccs1)c1cccs1	105
CN(Cc1ccc(-n2cccn2)cc1)C(=O)c1cnn2c1NC(c1ccco1)CC2C(F)(F)F (stereo unspecified)	92
CC(=O)N1CCc2cc(NS(=O)(=O)c3cccs3)ccc21	105
CCOC(=O)C1CCCN(C(=O)c2cc3ncc(Br)cn3n2)C1 (stereo unspecified)	125
CCCC1(C(=O)OCC)NC(c2ccc(N(C)C)cc2)C2C(=O)N(c3ccc(F)cc3)C(=O)C21 (stereo unspecified)	91
CC1(C)CC(=O)C2=C(C1)Nc1ccccc1NC2c1ccccn1 (stereo unspecified)	85
O=C(Nc1ccc(N2CCOCC2)cc1)Nc1cnsn1	84
O=C(CSc1nnc(Cc2cccs2)n1-c1ccccc1)Nc1ccc2c(c1)OCCO2	85
O=C(NCCN1CCN(c2ccccc2)CC1)C1CCN(S(=O)(=O)c2cccs2)CC1	77
Cc1ccnc(SCCn2c(N3CCOCC3)nc3c2c(=O)[nH]c(=O)n3C)n1	86
COCc1cc(C)c(C#N)c(=S)[nH]1	92
CCOC(=O)C1CCN(C(=O)Nc2ccc(NC(=O)C3CCN(C(=O)OCC)CC3)cc2)CC1	93
N#CC1=C(N)N(c2ccccc2C#N)C2=C(C(=O)CCC2)C1c1ccsc1 (stereo unspecified)	71
COC(=O)c1[nH]cnc1C(=O)c1ccccc1	91
COc1ccc(C2CC(c3ccccc3)n3nc(NC(=O)c4cccs4)nc3N2)cc1 (stereo unspecified)	98
COCCn1c(=NC(=O)c2ccc3c(c2)OCO3)c(C#N)cc2c(=O)n3cccc(C)c3nc21	75
CC(Oc1ccc(Cl)cc1Cl)C(=O)Nc1ccc2oc(-c3ccncc3)nc2c1 (stereo unspecified)	110
C=C(C)CSc1nnc(-c2cccc(S(=O)(=O)N(C)C)c2)n1-c1cc(OC)ccc1OC	66
CN1CCN(S(=O)(=O)c2ccc(-c3noc(C4CCN(S(C)(=O)=O)CC4)n3)cc2)CC1	90
O=c1oc2ccc3ccccc3c2cc1-c1nnc(-c2ccccc2)o1	85
CC(=O)NCCN=C(C)c1sc2ccccc2c1O	98
COc1ccc(-c2c(C)n([O-])c(C)c(C)[n+]2=O)cc1OC	105
O=C(Nc1nnc(C(F)(F)F)s1)c1cccnc1	87

An excerpt, so the mix of outcomes need not match the whole.
